Source: PubChem BioAssay (several laboratories)
CRFBP-R2 block – antagonists of CRF-BP/CRF-R2 complex, primary screen, cell-based, HEK293, calcium dye fluorescence, uHTS | CRF-induced calcium fluorescence | inhibition, % at 11.8 µM | hit rate 0.59% among 350,000;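 active = inhibition of the ligand-induced calcium signal above about 50% at the single tested concentration, limit read from the data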
M5 ag – human M5 muscarinic receptor agonists, primary screen, CHO-K1 cells, Fluo-8 calcium fluorescence; activation, % at 3 µM; Muscarinic acetylcholine receptor M5 (Homo sapiens), P08912; CHO-K1 hM5 cells; 0% DMSO wells, 100% maximal acetylcholine response; AID 624037, 2012; hit rate 0.19% among 360,000;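 active = activation above the run's mean over test compounds plus 3 SD, cut at about 23% in these data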;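 note: signal is peak over basal fluorescence ratio across the kinetic read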
Target sequence (P08912 whole entry, looked up): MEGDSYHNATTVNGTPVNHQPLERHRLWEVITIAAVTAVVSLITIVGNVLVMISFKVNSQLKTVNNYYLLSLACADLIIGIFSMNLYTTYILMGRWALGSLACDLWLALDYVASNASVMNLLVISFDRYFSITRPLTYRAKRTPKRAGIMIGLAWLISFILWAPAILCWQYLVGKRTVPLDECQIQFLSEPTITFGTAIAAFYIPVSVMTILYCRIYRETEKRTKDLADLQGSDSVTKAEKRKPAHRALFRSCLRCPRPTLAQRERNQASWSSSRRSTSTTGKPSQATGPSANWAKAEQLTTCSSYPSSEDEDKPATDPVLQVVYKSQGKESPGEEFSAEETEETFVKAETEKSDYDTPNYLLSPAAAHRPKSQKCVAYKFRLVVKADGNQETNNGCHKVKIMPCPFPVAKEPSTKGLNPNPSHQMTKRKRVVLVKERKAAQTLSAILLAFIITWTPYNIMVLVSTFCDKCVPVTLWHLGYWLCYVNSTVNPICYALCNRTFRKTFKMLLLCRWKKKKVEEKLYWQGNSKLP
TAAR1 agonist – human TAAR1 agonists, primary screen, Fluo-8 calcium fluorescence, CHO RD-HGA16 cells; AID 624467, 2012; activation, % at 3 µM; vehicle wells 0%, saturating PEA agonist 100%; hit rate 0.99% among 360,000; Trace amine-associated receptor 1 (Homo sapiens), Q96RJ0;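 active = activation above the mean activation of all test compounds in the run plus 3 SD, cut at about 38% in these data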
Target sequence (Q96RJ0 whole entry, looked up): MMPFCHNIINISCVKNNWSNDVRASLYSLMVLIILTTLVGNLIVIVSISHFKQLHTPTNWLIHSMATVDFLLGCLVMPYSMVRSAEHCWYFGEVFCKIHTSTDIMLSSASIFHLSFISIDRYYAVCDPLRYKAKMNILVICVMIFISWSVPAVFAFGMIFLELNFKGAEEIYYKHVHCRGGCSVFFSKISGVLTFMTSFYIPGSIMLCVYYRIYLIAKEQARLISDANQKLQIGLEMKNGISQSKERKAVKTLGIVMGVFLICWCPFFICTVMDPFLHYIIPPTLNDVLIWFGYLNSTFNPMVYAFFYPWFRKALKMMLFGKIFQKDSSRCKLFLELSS
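Test system: RD-HGA16 (CHO) cells co-expressing Gα16 and hTAAR1 / Benchmarks: DMSO vehicle as 0%, PEA at EC100 as 100% / Repeats: no replicates (n 1) / Measure: % activation from peak over basal fluorescence ratio, DMSO-to-PEA scaled / Timing: 17-24 h plating, Fluo-8 75 min 37 °C, 30 min RT / Technique: kinetic Fluo-8 calcium fluorescence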
M4 PAM – human M4 muscarinic receptor positive allosteric modulators, primary screen, CHO-K1 cells, Fluo-8 calcium fluorescence. CHO-K1 hM4/Gqi5, ACh EC20; 0% = ACh EC20, 100% = maximal ACh. activation, % at 3 µM. hit rate 0.4% among 360,000. AID 624126, 2012;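 active = activation above its plate's cutoff, the mean activation of sample wells plus 3 SD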; note: some results filed as inactive read as strong as hits
CHRM5 PAM – human M5 muscarinic receptor positive allosteric modulators, primary screen, CHO-K1 cells, Fluo-8 calcium fluorescence | Muscarinic acetylcholine receptor M5 (Homo sapiens), P08912 | CHO-K1 hM5, ACh EC20 PAM; 0% = ACh EC20, 100% = ACh EC100 | activation, % at 3 µM | hit rate 0.3% among 360,000;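 active = activation above the run cutoff, the mean activation of all test compounds plus 3 SD, cut at about 18% in these data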
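Assay system: CHO-K1 hM5 cells. Also added: acetylcholine at EC20 concentration, added after compound. Dosing: 3 µM, single dose. Times: compound preincubation 140 s before EC20 acetylcholine addition. Signal: Fluo-8 calcium fluorescence. Measure: % activation relative to EC20 and EC100 ACh responses. Repeats: singlicate, one well per test compound.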
TAAR1 antag – human TAAR1 antagonists, primary screen, Fluo-8 calcium fluorescence, CHO RD-HGA16 cells | Trace amine-associated receptor 1 (Homo sapiens), Q96RJ0 | inhibition, % at 3 µM | AID 624466, 2012 | antagonist | hit rate 1.5% among 360,000;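 active = inhibition above a per-plate cutoff, the mean inhibition of test compounds on that plate plus 3 SD, cut at about 49% in these data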;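 note: 0% = DMSO plus EC80 beta-PEA response and 100% = DMSO alone without agonist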
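System: CHO RD-HGA16 cells bearing hTAAR1. Reagent: EC80 β-phenethylamine stimulus. Schedule: seeding 17-24 h prior, 75-min 37 °C, 30-min RT dye loading. Signal: Fluo-8 intracellular calcium dye fluorescence, real-time kinetic reads. Read-out: % inhibition from peak post-agonist over basal fluorescence ratio. Benchmarks: vehicle wells and EC80 agonist wells. Replicates: n of 1.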
M5 antag – human M5 muscarinic receptor antagonists, primary screen, CHO cells, Fluo-8 calcium fluorescence. hit rate 0.59% among 360,000. CHO-hM5 cells, ACh EC80. AID 624040, 2012. Muscarinic acetylcholine receptor M5 (Homo sapiens), P08912. inhibition, % at 3 µM;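 active = inhibition above a per-plate cutoff, the mean of that plate's test compounds plus 3 SD, cut at about 27% in these data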;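 note: 0% = acetylcholine EC80 with DMSO and 100% = DMSO without agonist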
M1 PAM parental – nonselective calcium activators in parental CHO-K1 cells, primary screen, counter-screen for M1 PAM project, cell-based, Fluo-8 calcium fluorescence, full deck, 1536-well; ATP EC20; 0% at ATP EC20, 100% at ATP max; activation, % at 3 µM; hit rate 0.02% among 360,000;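 active = activation above the run cutoff, the mean activation of all test compounds plus 3 SD, cut at about 40% in these data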;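 note: peak over basal fluorescence ratio in a 140 s read after ATP addition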
CRFR2-BP ag – agonists of CRF-BP/CRF-R2 complex, primary screen, cell-based, HEK293, calcium dye fluorescence, uHTS; AID 588473, 2011; CRF-binding protein / CRF receptor 2 complex (human); hit rate 0.46% among 350,000; calcium dye fluorescence (FLIPR); percent of saturating CRF peptide response; activation, % at 13.2 µM;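 active = activation of at least 50%, plus an integration ratio under a set limit after plate pattern correction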;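 note: plate controls were neutral control wells without compound for no effect and CRF at EC100 for full effect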
An asterisk follows results filed as active; . = not tested or not shown.

SMILES	CRFBP-R2 block	M5 ag	TAAR1 agonist	M4 PAM	CHRM5 PAM	TAAR1 antag	M5 antag	M1 PAM parental	CRFR2-BP ag
Cc1cccc(OC(=O)C2C(c3ccccc3)C(C(=O)O)C2c2ccccc2)c1 (stereo not given)	-9	2	1	31*	-5	7	-2	-5	-0.7
COc1ccc2c(c1OC)C(=O)N1N=C(c3ccc(Br)cc3)CC21 (stereo not given)	10	-1	.	-1	2	.	-4	20	-2.6
OC(CNC1Cc2ccccc2C1)COc1ccc(F)cc1 (stereo not given)	4	-10	9	4	4	-4	-2	-1	-0.2
CCC1=NC(c2ccc(OC)cc2OC)N(O)C1(C)C (stereo not given)	29	-1	4	3	2	-4	0	16	20
Cc1[nH]n(C(N)=S)c(=O)c1N=Nc1cccc(C(F)(F)F)c1	10	0	-1	-6	-3	0	5	14	2.3
CCN1CCN(c2nc3ccccc3nc2NS(=O)(=O)c2ccc(NC(C)=O)cc2)CC1	-10	-2	2	5	8	-25	-4	-1	1.8
O=C(O)CNC(=O)c1ccccc1NC(=O)c1ccco1	4	0	9	6	4	18	-4	6	-0.6
CSCC(=O)N1CCCC(N2CCN(c3ccc(F)cc3)CC2)C1 (stereo not given)	-3	-9	1	0	-3	-2	18	16	0.7
Cc1cc(F)ccc1N1CCC(N2CCN(CCC(C)C)C(CCO)C2)CC1 (stereo not given)	-15	-10	0	-7	2	3	14	-6	-0.6
O=C(CC(=O)N/N=C/c1ccc(C(=O)O)cc1)NCCc1ccccc1	-6	-1	7	-3	-12	-8	18	11	0.8
COc1cccc(CNc2nc3ccc(C)cc3n3cnnc23)c1	-2	-6	1	9	3	-11	-1	24	1.4
c1ccc(COc2ccc(OCCCCN3CCCCC3)cc2)cc1	-11	-11	19	-16	-25	-5	4	2	0.6
O=C(Nc1ccsc1C(=O)O)c1cccc(C(F)(F)F)c1	9	2	-1	-7	-9	-6	23	-3	-0.4
CN(C)c1ccc(N2[C@@H](CC(=O)O)c3cc(C(F)(F)F)ccc3S2(=O)=O)cc1	0	2	8	7	12	0	-1	15	4.1
CC1(C(=O)Nc2ccc3c(c2)OCCO3)CCN1Cc1ccc2ccccc2c1 (stereo not given)	.	-2	-1	-11	-12	7	4	13	.
O=[N+]([O-])c1ccc(Oc2cccc(F)c2)c2ccncc12	-20	-9	11	17	0	-4	-4	10	-2.7
O=C(NCCN1CCN(C(=O)c2ccc(Br)cc2)CC1)c1ccc(Br)cc1	15	-4	-1	3	-9	-10	-9	22	-0.6
Cc1ccc(OCc2cc(C(=O)N(C)Cc3cc(C4CC4)n[nH]3)no2)cc1C	-2	5	2	3	3	7	-23	6	-1.2
CCOC(=O)c1cc2c(ccn2C)n1CC(=O)N1CCN(c2ccccc2)CC1	11	-2	-1	3	-6	12	-5	13	-1.4
CCn1c(SCC(=O)N2CCC(C)CC2)nc2c([nH]c3ccccc32)c1=O	6	-1	7	6	0	-14	3	-7	-0.5
CC(C)Oc1cc(NC(=O)CS(=O)(=O)CC(=O)N(C)C)c(Cl)cc1Cl	11	-3	6	-2	9	0	3	14	-5.2
COc1cc(CNCCNC(=O)c2nonc2N)ccc1OCc1ccc(Cl)nc1	0	0	4	-1	-2	-3	-2	24	-0.6
CCOC1=C2[C@@H](CN(S(=O)(=O)c3ccc(C)cc3)[C@H]2c2ccccc2Cl)[C@H]2C(=O)N(C)C(=O)[C@H]2C1	.	2	0	-1	-3	3	10	8	.
N#Cc1ccc(Nc2nc(-c3ccc(O)cc3O)cs2)cc1C(F)(F)F	1	1	.	-4	-17	.	21	2	-4.3
O=C(Nc1cccc(-c2cccc(F)c2)c1)C1CCN(Cc2ccco2)CC1	-21	-6	26	-2	7	0	1	17	1.0
CN(Cc1ccccc1)C(=O)C1CCN(S(=O)(=O)c2ccc(-n3cnnn3)cc2)CC1	5	6	-1	-3	-8	16	4	11	1.3
COc1ccc(SCc2noc(C(=O)NCC3CCCO3)c2C(=O)O)cc1 (stereo not given)	13	2	6	6	3	5	7	22	-0.8
Nc1nonc1-c1nc2ccccc2n1Cc1ccc(F)cc1Cl	-14	-1	9	1	-1	7	-3	8	6.7
Cc1cccc(C)c1NC(=O)CN(C)C(=O)c1ccc(NS(=O)(=O)c2ccc3[nH]c(=O)[nH]c3c2)cc1	4	2	1	-2	-3	1	10	-21	-0.8
O=C(Cn1c(=O)n(CC2CCCO2)c(=O)c2ccccc21)c1ccc(Cl)c(Cl)c1 (stereo not given)	-25	-2	22	-1	-2	-7	3	6	2.2
O=C(Oc1ccc(NC(=O)c2cc3c(cc2Br)OCO3)cc1)c1ccccc1	-4	-6	5	-2	-2	6	-3	3	1.8
CCOC(=O)c1ccc(S(=O)(=O)NCCN(CC)CC)cc1	0	2	2	-13	0	-28	3	-11	-1.1
CCN(Cc1ccncc1)C(=O)c1ccc2c(c1)S(=O)(=O)c1ccccc1C2=O	13	8	4	10	5	14	-2	-3	-3.4
O=S(=O)([O-])CCC[n+]1ccc(Oc2ccccc2)cc1	-3	-4	2	3	-9	-16	17	-1	-0.9
CC1Cc2cc(/C(O)=C3/C(=O)C(=O)N(CCN4CCOCC4)C3c3cccc(Cl)c3)ccc2O1 (stereo not given)	-10	-4	-2	-8	-2	3	-4	-8	5.0
Cc1cc(NC(=O)C(C)SCC(=O)OC(C)C(=O)Nc2ccccc2C)no1 (stereo not given)	21	-1	0	-3	-5	-21	-7	6	0.8
COc1ccc(C2(c3ccc(OC)cc3)NC(=O)N(CC(=O)Nc3ccc(C(=O)N(C)C)cc3)C2=O)cc1	10	1	-1	13	6	-21	-8	17	-1.7
CCCc1cc2c(cc1NS(=O)(=O)c1ccc(CCNC(C)=O)cc1)OCO2	5	1	2	-3	-3	7	0	13	-0.2
COc1ccccc1-c1ccc(SCc2cccc(C)c2)nn1	1	1	1	-4	3	10	0	-4	-0.6
CCN(CC)CCOC(=O)c1ccc(N=CC2=C(O)CC(C)(C)CC2=O)cc1	-3	-18	3	-15	-11	-17	4	4	1.5

Single records, as listed above.
CCN(CC)CCOC(=O)c1ccc(N=CC2=C(O)CC(C)(C)CC2=O)cc1 is entered as CRFBP-R2 block: -3; M5 ag: -18; TAAR1 agonist: 3; M4 PAM: -15; CHRM5 PAM: -11; TAAR1 antag: -17; M5 antag: 4; M1 PAM parental: 4; CRFR2-BP ag: 1.5
CC(C)Oc1cc(NC(=O)CS(=O)(=O)CC(=O)N(C)C)c(Cl)cc1Cl is entered as CRFBP-R2 block: 11; M5 ag: -3; TAAR1 agonist: 6; M4 PAM: -2; CHRM5 PAM: 9; TAAR1 antag: 0; M5 antag: 3; M1 PAM parental: 14; CRFR2-BP ag: -5.2

Next section
SMILES	CRFBP-R2 block	M5 ag	TAAR1 agonist	M4 PAM	CHRM5 PAM	TAAR1 antag	M5 antag	M1 PAM parental	CRFR2-BP ag
Cc1ccc(NC(=O)c2ccc3c(c2)OCCO3)nc1	3	2	1	-5	-2	13	6	3	1.5
O=C(NC1CCC(c2ccccc2)CC1)c1cccnc1 (stereo not given)	-14	-3	0	3	-1	-12	11	17	-1.3
Nc1ccccc1Oc1ncc(C(F)(F)F)cc1Cl	5	-4	7	-3	5	13	-5	-2	-0.2
CCc1ccc(NC(=O)CCc2ccc(C)o2)cc1	-3	-11	3	6	2	-23	14	-19	-2.2
N#Cc1ccccc1S(=O)(=O)N1CCN(C(=O)CCC2CCCC2)CC1	4	-3	1	16	0	-2	4	12	-0.9
COc1ccc(N2CC(O)=C(c3n(C)c4ccccc4[n+]3C)C2=N)cc1	-3	-4	-1	0	0	-13	-7	14	-2.1
Cn1c(SCC(=O)Nc2ccccc2F)nnc1-c1ccc(S(=O)(=O)N2CCOCC2)cc1	1	1	4	9	4	7	2	7	2.1
COc1ccc(-c2nc3ccc(C)cn3c2Cc2ccsc2)cc1OC	.	-2	0	-1	0	-4	5	15	.
COCCCNc1c2c(nc3nnnn13)CCCC2	0	2	1	18	14	-19	-1	4	0.5
Cc1ccc(C(=O)O/N=C(\N)c2cccnc2)cc1[N+](=O)[O-]	1	-1	1	9	-6	-4	4	8	-1.0
COc1ccc(C(=O)CSc2nnc(COc3ccc(C#N)cc3)n2-c2ccccc2)cc1	19	-1	1	-5	-9	12	7	4	0.4
O=c1c2[nH]c3ccc(F)cc3c2ncn1Cc1ccncc1	1	-1	-4	1	10	-8	-1	-6	-1.5
Cc1ccc(C(=O)C[n+]2ccccc2C)cc1[N+](=O)[O-]	8	-13	0	4	-7	-4	11	-11	-1.9
CCOC(=O)c1c(-c2ccc(C)o2)csc1NC(=S)NC(=O)c1cccs1	-66	0	0	0	-7	6	10	16	-0.8
O=C(c1ccc(F)cc1)N1CCN2C(=O)c3ccccc3C12c1ccc(Cl)cc1 (stereo not given)	-14	-11	9	-14	-18	-6	47*	-7	-0.8
CC(C)CC(c1nnnn1Cc1cccs1)N1CCN(c2nc3ccccc3s2)CC1 (stereo not given)	0	-11	5	-15	-19	6	-1	5	0.1
COc1ccc(S(=O)(=O)NCCC(C)C)cc1OC	10	4	-1	-5	4	-2	1	18	-1.5
CC(C)NC(=O)Cn1cc(C(=O)C(=O)N2CCOCC2)c2ccccc21	12	-3	0	-3	-1	5	6	2	-0.5
COC(=O)c1sccc1NC(=O)CCC1CCCCC1	-8	-2	-2	-3	-3	-7	2	25	-0.3
CC(=O)N1C(=O)C2(C(C#N)=C(N)Oc3cc(C)oc(=O)c32)c2ccccc21 (stereo not given)	1	-1	7	3	-6	-21	5	5	-2.2
COc1cccc(OC)c1C(=O)NC(C)C12CC3CC(CC(C3)C1)C2 (stereo not given)	-5	-3	7	-2	-4	10	12	-6	1.0
Cc1cc(-c2ccccc2)nc(SCc2ccc(C(=O)O)o2)n1	26	-3	-2	5	8	6	-12	7	-1.3
Cc1ccc(N2CCN(C(=O)c3ccccc3)CC2)c(C)c1	-20	-2	19	24	-3	-22	-6	7	-4.1
Cc1cc(C)nc(NN2C(=O)/C(=C/c3ccc(O)cc3)SC2=S)n1	-11	7	.	-3	-9	.	6	8	40
CCCN1C(=O)N(c2cccc(C)c2)C(C)(O)CC1(C)C (stereo not given)	18	0	3	-2	1	-26	0	13	-5.6
O=S(=O)(c1ccc2ccccc2c1)N1CCC(c2nc(-c3ccncc3)no2)CC1	-18	2	12	8	0	46	4	24	6.9
